# GPR151 activ – activators of human GPR151. Q8TDV0. PathHunter beta-arrestin GPR151 cells, luminescence. activation, % at 11.2 µM. 650,000 tested, 1% active; in the data active = activation above about 4.9%;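 note: 0% = median of compound wells and 100% = cells with positive control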
# Target sequence (Q8TDV0 whole entry, looked up): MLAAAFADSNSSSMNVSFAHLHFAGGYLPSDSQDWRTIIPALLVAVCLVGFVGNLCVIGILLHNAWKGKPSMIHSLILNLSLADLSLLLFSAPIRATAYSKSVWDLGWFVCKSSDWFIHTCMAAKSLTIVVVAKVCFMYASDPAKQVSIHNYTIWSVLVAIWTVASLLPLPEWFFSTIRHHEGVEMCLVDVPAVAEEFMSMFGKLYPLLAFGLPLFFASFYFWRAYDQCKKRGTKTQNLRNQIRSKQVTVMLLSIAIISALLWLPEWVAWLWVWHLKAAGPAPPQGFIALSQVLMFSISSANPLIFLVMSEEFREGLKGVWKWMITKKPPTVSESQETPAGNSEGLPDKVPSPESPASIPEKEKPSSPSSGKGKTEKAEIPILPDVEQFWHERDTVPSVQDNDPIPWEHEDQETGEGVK
# FBW7 activator – human FBW7 E3 ligase activation, primary screen; AID 1259310; 650,000 tested, 0.13% active; normalized activity (activation), % at 26.1 µM; AlphaScreen FBW7–phospho-cyclin E peptide binding, activator screen; in the data active = normalized activity above about 1.9%;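 note: purified mutant Fbw7 with reduced substrate affinity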
# TEAD-YAP inh – TEAD-YAP interaction inhibition; HEK-TIYL cells, TEAD-Gal4/YAP UAS-luciferase luminescence; inhibition, % at 9.12 µM; 640,000 tested, 1.4% active; in the data active = inhibition above about 32%;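 note: 0% = median of test compound wells and 100% = reference inhibitor wells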
# MITF inh – human MITF inhibition, primary screen | O75030 | AlphaScreen MITF homodimerization, bead proximity signal | inhibition, % at 2.6 µM | 650,000 tested, 0.91% active | AID 1259374; in the data active = inhibition above about 50%;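 note: 0% = vehicle wells with protein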
# Target sequence (O75030 whole entry, looked up): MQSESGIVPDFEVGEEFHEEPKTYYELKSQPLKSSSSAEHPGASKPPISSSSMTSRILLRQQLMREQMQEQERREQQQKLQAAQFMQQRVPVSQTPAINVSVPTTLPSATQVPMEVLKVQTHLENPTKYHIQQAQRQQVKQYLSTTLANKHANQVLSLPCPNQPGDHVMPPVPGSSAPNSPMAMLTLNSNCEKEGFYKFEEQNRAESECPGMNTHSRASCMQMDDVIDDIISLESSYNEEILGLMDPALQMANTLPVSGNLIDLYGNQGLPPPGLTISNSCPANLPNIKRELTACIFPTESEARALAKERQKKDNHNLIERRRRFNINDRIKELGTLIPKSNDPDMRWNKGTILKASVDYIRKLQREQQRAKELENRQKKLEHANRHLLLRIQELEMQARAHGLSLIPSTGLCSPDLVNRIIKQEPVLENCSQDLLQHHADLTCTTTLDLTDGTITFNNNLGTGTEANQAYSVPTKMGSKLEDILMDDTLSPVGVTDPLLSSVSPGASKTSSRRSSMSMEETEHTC
# * marks the source's active call; other numbers are inactive results; & = joins results of further samples.
structure	GPR151 activ	FBW7 activator	TEAD-YAP inh	MITF inh
CC1(C)Cc2c(c(N3CCOCC3)nc3sc(C(=O)Nc4ccccn4)c(N)c23)CO1	0.3	0.1	-1	9
CCN(CC)C(=O)C1CCCN(c2cc(NCCO)nc(N)n2)C1 (stereo not given)	0.2	-0.1	3	13
Cn1c(=O)n(CC(=O)NC2CCCCC2)c(=O)c2c(N3CCN(C(=O)C4CC4)CC3)ccnc21	0.6	0.0	8	-8
Cc1ccc2nc3sc(C(=O)Nc4ccc(F)cc4)cc3c(=O)n2c1	1.1	0.9	4	-1
c1ccc(-c2ccc(OCC3CO3)cc2)cc1 (stereo not given)	3.0	-0.1	-19	-20
COc1c(Cl)cc(Cl)cc1C=C1C(=O)NC(=O)NC1=O	0.3	-0.4	-4	8
O=C(CCn1c(=O)sc2ccccc21)Nc1ccc(F)c([N+](=O)[O-])c1	1.5	0.1	-3	-6
COc1cc2nc(Nc3cccnc3)nc(Nc3ccc(N4CCOCC4)cc3)c2cc1OC	-1.9	-0.2	7	-4
O=c1n(Cc2ccccn2)ncc2cccn12	0.5	0.0	11	3
CCOC(=O)c1c(CN(CC)CC)n(C)c2c1cc(OC(C)=O)c1c2c(-c2ccccc2)nn1-c1ccccc1	-1.0	-0.1	-4	7
COc1cc(/C=N/n2c(C)n[nH]c2=S)ccc1OCc1ccc(F)cc1	-1.5	-0.1	-38	-7
Cc1ccc(-n2cccn2)c(CN2CCC(CO)(CC3CCCCO3)CC2)c1 (stereo not given)	-1.1	-0.1	-5	-12
CC(C)CC(=O)NCC1CC(Cc2ccc(F)cc2)=NO1 (stereo not given)	-0.5	0.0	10	-22
CC(=O)N1CCN(C(=O)c2ccc(OC3CCN(CCc4ccccc4)CC3)cc2)CC1	0.8	0.2	1	9
Nc1ccc(Oc2cccc(-c3ccc(N)cc3)c2)cc1	-0.1	-0.1	46*	6
CCOC(=O)C1=C(C)N=c2s/c(=C\c3ccccc3)c(=O)n2C1c1ccc(F)cc1 (stereo not given)	0.8	0.1	-3	4
COC(=O)c1cc(C(=O)OCC(=O)Nc2ccc(OC)c(Cl)c2)cc([N+](=O)[O-])c1	0.6	-0.1	0	-5
COc1ccc(C)cc1S(=O)(=O)NC(C)c1ccccc1 (stereo not given)	-1.1	0.4	11	0
N#Cc1cc2c(nc1SCC(N)=O)CCCCC2	1.1	0.1	31	-7
Cc1cc(N2CCC(C(=O)NC(C)C)CC2)n2nc(C)c(-c3ccc(Cl)cc3)c2n1	0.0	-0.1	2	-5
COc1ccc(NC(=O)Cn2nnc(-c3ccccc3NC(=O)c3cccc(F)c3)n2)cc1	0.9	0.1	4	7
COc1ccccc1NC(=O)c1cc(C(N)=O)c(SCC(=O)c2ccccc2)nc1N	1.1	0.0	-1	-18
COc1ccc(NC(=O)Cc2c(O)c3ccccc3[nH]c2=O)cc1	4.8	-0.1	2	0
CC1CCCN(C(=O)COC(=O)c2cc(=O)c3ccccc3o2)C1 (stereo not given)	3.8	0.0	2	-5
Cc1ccc(CNC(=O)CCS(=O)(=O)c2ccc(Br)s2)cc1	2.7	-0.1	-5	-5
Cc1ccc(C)c(-n2c(SCC(N)=O)nnc2-c2ccc(O)cc2)c1	1.3	-0.1	4	0
CCOc1ccc(NC(=O)C2C3C=CC4(O3)C2C(=O)N(Cc2ccccc2)C4C(=O)NC2CCCCC2)cc1 (stereo not given)	0.9	0.0	0	-9
OCCCNc1nccn2c(-c3cccc(OC(F)(F)F)c3)cnc12	0.3	0.1	-70	-6
COc1cc2ccccc2cc1C(=O)Nc1ccc(F)c([N+](=O)[O-])c1	0.5	0.0	2	6
N#C/C(=C\c1ccco1)c1nc(-c2ccc(Oc3ccccc3)cc2)cs1	-0.3	0.0	1	4
COC(=O)c1ccc2nc(-c3ccc(OC)cc3)c(-c3ccc(OC)cc3)nc2c1	0.7	-0.1	-11	12
CC(=O)N1c2ccccc2C(C)=CC1(C)C	0.3	0.4	22	11
CC1CN(CC(=O)NCC(c2ccccn2)N2CCOCC2)Cc2ccccc2O1 (stereo not given)	0.9	-0.1	11	0
CCc1nn(CC(=O)NC2CCCCC2C)c(=O)c2cc3ccsc3n12 (stereo not given)	-0.3	-0.2	2	5
O=C(CSc1ncccc1C(=O)O)Nc1ccccc1F	0.2	0.0	-4	22
O=C(CCC1CCCC1)Nc1ccc(S(=O)(=O)N2CC3CC(C2)c2cccc(=O)n2C3)cc1 (stereo not given)	-0.6	-0.1	0	-1
CNc1cc(N2CCN(C(=O)C(C)(C)C)CC2)ccc1[N+](=O)[O-]	0.4	0.0	11	22
COc1ccc(CCNC(=O)CC2C(=O)NCCN2CC(C)(C)C)cc1 (stereo not given)	0.0	-0.1	0	-5
COc1ccc(CNc2ccccc2[N+](=O)[O-])cc1	-0.7	-0.1	-35	25
CCC(C)c1ccc(OCC(=O)Nc2ccc3c(c2)C(=O)NC3=O)cc1 (stereo not given)	-0.9	-0.4	-9	-3
c1cncc(-c2nc(NCc3ccncc3)c3c4c(sc3n2)CCCC4)c1	0.1	0.7	-71	7
Clc1ccc(C2C=C(c3cccs3)Nc3ncnn32)cc1 (stereo not given)	-1.2	0.1	-2	-12
CC(=O)N(c1ccc2oc3c(c2c1)CCCC3)S(=O)(=O)c1cccc([N+](=O)[O-])c1	2.0	0.1	19	-3
O=C(Nc1ncc(S(=O)(=O)c2ccc([N+](=O)[O-])cc2)s1)C1CCCO1 (stereo not given)	0.4	-0.2	1	-12
O=C(N[C@H]1C[C@H]2C(=O)N[C@H](Cc3ccccc3)C(=O)N2C1)c1ccc(Br)cc1	0.2	-0.3	-6	-3
CSc1nc2sccn2c(=O)c1C(=O)NCC(F)(F)F	-0.6	0.1	4	20
O=C(Nc1cccnc1)C1(c2ccc(Cl)cc2)CCCC1	0.2	0.1	-8	-20
Cc1ccc(-n2c(N3CCOCC3)n[nH]c2=S)cc1	-2.3	0.0	6	18
CCCn1c2c(c(=O)n(C)c1=O)C(c1ccc(OCC)c(OC)c1)C1=C(COC1=O)N2 (stereo not given)	-1.2	0.0	-5	-2
COC(=O)c1ccc(NC(=O)c2c(NCc3ccc(C)o3)sc3c2CCCC3)cc1	8.1*	-0.2	-7	14
Nc1c(C(=O)NCc2ccccc2)sc2nc3c(c(-c4ccc(Cl)cc4)c12)CCC3	-1.6	0.5	6	15
CCOc1cccc2c1OC(c1ccc(SC)cc1)N1N=C(c3ccc(C)o3)CC21 (stereo not given)	0.5	0.0	-27	2
O=C1N(c2ccccc2)c2ccccc2C1(O)C(F)(F)F (stereo not given)	-0.4	0.2	9	12
COCCN(C(=O)Nc1cccc(F)c1)C1CCN(c2nccc(OC)n2)CC1	0.8	0.1	6	5
CCOc1ccc2nc(SCC(OCC)OCC)[nH]c2c1	-0.6	0.0	-8	2
O=C(c1n[nH]c(=O)c2ccccc12)N1CCOCC1	-0.7	0.1	-11	13
O=C(Cc1ccccc1)Nc1nnc(C(F)(F)F)s1	-1.3	0.3	-4	14
CCCC(=O)N1c2ccccc2NC2=C(C(=O)CCC2)C1c1ccc(Cl)c(Cl)c1 (stereo not given)	1.1	0.1	6	-3
Cc1sc2ccccc2[n+]1CCCS(=O)(=O)O	3.0	0.2	-1	2
Cc1ccc(NC(=O)C(=O)NCCN2CCN(C(=O)c3ccc(Br)cc3)CC2)cc1Cl	1.4	0.0	-4	7

# The results go on.
structure	GPR151 activ	FBW7 activator	TEAD-YAP inh	MITF inh
CC(C)NCC(O)c1ccc2ccccc2c1 (stereo not given)	1.7&1.1&-0.7	-0.1&-0.1&0.1	3	16&-14&-4
COc1ccccc1/C=C/C=C1/N=C(c2cc([N+](=O)[O-])ccc2OC)OC1=O	-1.6	0.1	16	5
COC(=O)c1cc(CNC(=O)c2ccnn2C)cc(NC(=O)C2CCCCC2)c1	-0.1	0.2	3	10
CN(Cc1cscn1)Cc1ccc(C(=O)NCc2cccs2)c(=O)[nH]1	-0.8	-1.2	9	10
CCOc1ccc(Nc2nc3ccccc3n3cnnc23)cc1	0.1	0.1	5	-3
CC(C)(C)Cc1nnc(NS(=O)(=O)c2ccc([N+](=O)[O-])cc2)s1	-0.6	-0.2	5	-1
Cc1cccc(/C=C(\C#N)C(=O)NC2CCCCC2)c1	-1.4	0.0	-3	6
COc1ccc(C2CC(=O)c3c([nH]c(C(=O)OCCOC(C)C)c3C)C2)cc1OC (stereo not given)	0.7	0.2	32*	10
CCc1ccc(NC(=O)c2sc3nc4c(c(-c5ccc(C)o5)c3c2N)CCCC4)cc1	-0.5	0.0	-3	-9
CCN(CC(=O)Nc1ccc(OC)cc1)S(=O)(=O)c1ccccc1C(F)(F)F	1.5	0.1	-3	4
COc1ccc(NC(=O)CSc2nnc(CNC(=O)c3ccc(S(=O)(=O)N(C)C)cc3)n2-c2ccccc2OC)cc1	-0.2	-0.1	2	1
CCOC(=O)/C(CS(=O)(=O)c1ccc(Cl)cc1)=N\NC(N)=O	1.2	-0.1	-13	-6
CCCN(CCC)S(=O)(=O)c1ccc2c(c1)CCN2C(=O)C1CCC1	-0.5	0.0	-11	1
CCCOC(=O)c1cc2ccccc2oc1=O	0.4	-0.1	-6	12
CCOC(=O)c1c(NC(=O)CN2CC(C)OC(C)C2)sc(C)c1C (stereo not given)	4.4	0.4	14	6
COc1ccc(-c2nc(C(=O)Nc3ccc(NC(C)=O)cc3)cs2)cc1	-2.8	0.0	-6	3
CCOc1ccc(C(=O)O/N=C(\N)c2ccc(OC)cc2)cc1OCC	-0.4	0.2	-7	-5
COc1ccc(CNCc2c(C(=O)O)n(Cc3cccc(F)c3)c3ccccc23)cc1	0.5	-0.1	8	3
CC(NC(=O)OC1CCCC1)(C(F)(F)F)C(F)(F)F	0.5	0.4	8	7
Cc1ccc(SCCNS(=O)(=O)c2cccc([N+](=O)[O-])c2)cc1	-0.3	-0.2	-12	0
Cn1c(=O)[nH]c(=O)c2c1nc(N/N=C/c1ccccc1)n2Cc1ccccc1	-0.6	0.0	-2	4
CC(=O)NC(Cc1ccccc1)C(=O)NC1CCN(C(=O)Nc2ccc(F)cc2)CC1 (stereo not given)	-0.8	0.6	4	5
Cc1ccc2ncc(C(=O)N3CCCc4ccccc43)c(=O)n2c1	-1.2	0.8	-2	7
O=C(CNC(=O)c1ccco1)OCc1ccc([N+](=O)[O-])cc1Cl	-0.9	-0.1	0	-23
CCC(=O)Nc1cccc(NC(=S)NC(=O)c2ccccc2OC)c1	8.8*	0.1	-50	12
O=C(CSc1nc2c(sc3ccccc32)c(=O)n1CCO)Nc1ccc(F)cc1	0.2	0.1	8	1
COc1ccc(-c2ccc(NS(=O)(=O)c3ccc(F)cc3)cc2)nn1	1.7	-0.1	-15	0
O=C(/C=C/c1ccc(Br)o1)OCC(=O)c1c[nH]c2ccccc12	0.1	0.0	-1	3
O=C(Nc1ccc(Cl)c(Cl)c1)c1cccc([N+](=O)[O-])c1	0.1	0.1	-14	1
Cc1ccc(NC(=O)c2ccc(C)c(S(=O)(=O)NC3CCCCC3)c2)cc1	0.3	-0.2	4	4
CCC(=O)Nc1ccc(S(=O)(=O)N2c3ccccc3CC2C)cc1 (stereo not given)	1.2	-0.1	7	-8
COc1ccc(C2CC(c3c(-c4ccccc4)c4cc(Br)ccc4[nH]c3=O)=NN2C(=O)c2ccncc2)cc1 (stereo not given)	-0.1	0.0	6	1
Cc1ccccc1-n1nnc2c(=O)oc3ccccc3c21	-0.2	0.2	3	-1
CCC(=O)c1ccc(OCC(O)CN2CCC(C)CC2)cc1 (stereo not given)	-1.5	-0.1	3	-12
CC(=O)CCS(=O)(=O)c1ccc(Br)cc1	-0.6	0.1	2	13
CC(C)n1cnc2c(NCCCN3CCCC3=O)nc(Nc3ccncn3)nc21	-1.1	-0.1	-15	2

# In the list so far, 3 contain a cyano group.
structure	GPR151 activ	FBW7 activator	TEAD-YAP inh	MITF inh
N#Cc1cc2c(nc1SCC(N)=O)CCCCC2	1.1	0.1	31	-7
N#C/C(=C\c1ccco1)c1nc(-c2ccc(Oc3ccccc3)cc2)cs1	-0.3	0.0	1	4
Cc1cccc(/C=C(\C#N)C(=O)NC2CCCCC2)c1	-1.4	0.0	-3	6

# Additional records:
structure	GPR151 activ	FBW7 activator	TEAD-YAP inh	MITF inh
CNC(=O)c1ccc(Oc2ccc(C(=O)NC)cc2)cc1	0.0	0.1	4	-1
CCOc1ccc(Nc2ncnc3sc(C)cc23)cc1	-0.3	0.1	-65	4
O=C1CCCN1CCCNc1nc(Nc2cccnc2)nc2c1ncn2-c1ccccc1	-1.0	-0.1	10	9
CCCC(=O)Nc1oc2c(C)cccc2c(=O)c1-c1ccc2c(c1)OCO2	0.9	0.1	0	-23

# Single records, from the list above.
# CCOc1cccc2c1OC(c1ccc(SC)cc1)N1N=C(c3ccc(C)o3)CC21 (stereo not given) is listed as GPR151 activ: 0.5; FBW7 activator: 0.0; TEAD-YAP inh: -27; MITF inh: 2
# COc1ccc(CNc2ccccc2[N+](=O)[O-])cc1 is listed as GPR151 activ: -0.7; FBW7 activator: -0.1; TEAD-YAP inh: -35; MITF inh: 25
# CC1CCCN(C(=O)COC(=O)c2cc(=O)c3ccccc3o2)C1 (stereo not given) is listed as GPR151 activ: 3.8; FBW7 activator: 0.0; TEAD-YAP inh: 2; MITF inh: -5
